# 697 NFkB inh = inhibitors of PMA/ionomycin-induced NF-kB reporter, 697 cells, primary screen, B-cell NF-kB inhibitor project, cell-based, luminescence, uHTS | 697 B-cell NF-kB luciferase reporter, 16 h | inhibition, % at 4 µM | 330,000 tested, 0.33% active; in the data active = inhibition above about 35%
# Gli-Sufu antag = Gli-Sufu pathway antagonists, primary screen, luciferase luminescence, Sufu-KO-LIGHT cells, uHTS | Sufu-KO-LIGHT fibroblasts, Gli luciferase reporter luminescence | inhibition, % at 5 µM | 340,000 tested, 0.74% active | AID 588413, 2011;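 active = inhibition above about 55%, limit read from the data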;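 also: 0% = DMSO-treated cells and 100% = wells with medium but no cells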
# CXCR6 block = CXCR6 receptor inhibitors, primary screen, cell-based, beta-arrestin, luminescence, CHO-K1 PathHunter, 1536-well; C-X-C chemokine receptor type 6 (Homo sapiens), O00574; inhibition, % at 20 µM; 360,000 tested, 0.36% active; in the data active = inhibition above about 34%, passing the limit was not always enough;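 also: antagonist mode with CXCL16 agonist at 10 nM final; 0% = 10 nM CXCL16 with DMSO and 100% = unstimulated wells without agonist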
# Target sequence (O00574 whole entry, looked up): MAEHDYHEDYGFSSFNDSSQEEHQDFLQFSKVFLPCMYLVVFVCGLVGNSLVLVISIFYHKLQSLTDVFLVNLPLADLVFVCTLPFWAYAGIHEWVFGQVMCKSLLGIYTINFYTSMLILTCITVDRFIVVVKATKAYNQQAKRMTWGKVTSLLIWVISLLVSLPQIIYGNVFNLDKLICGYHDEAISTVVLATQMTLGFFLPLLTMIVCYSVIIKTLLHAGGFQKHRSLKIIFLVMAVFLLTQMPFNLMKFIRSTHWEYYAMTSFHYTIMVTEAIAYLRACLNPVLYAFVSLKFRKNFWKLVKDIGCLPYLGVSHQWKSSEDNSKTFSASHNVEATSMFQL
# CCR6 antag = CCR6 receptor antagonists, primary screen, cell-based, CHO-K1, luminescence, beta-arrestin, uHTS | 340,000 tested, 0.49% active | CHO-K1 CCR6 PathHunter beta-arrestin, CCL20-stimulated | inhibition, % at 20 µM | C-C chemokine receptor type 6 (Homo sapiens), P51684 | AID 493098, 2011;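 active = compounds whose inhibition of the agonist-driven luminescence signal at 20 µM reaches about 50%, limit read from the data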;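 also: cells stimulated with CCL20 at 14 nM final; plate controls were DMSO with CCL20 for no effect and DMSO without agonist for full effect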
# EBI2 antag = EBI2 receptor antagonists, beta-arrestin recruitment, primary screen, cell-based, luminescence, 7a,25-OHC stimulation, uHTS | G-protein coupled receptor 183 (Homo sapiens), P32249 | 7a,25-OHC stimulated | inhibition, % at 5 µM | 360,000 tested, 0.81% active | AID 651636, 2012; in the data active = inhibition above about 38%;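 also: enzyme fragment complementation signal reports receptor beta-arrestin coupling in cells; 0% = agonist plus DMSO wells and 100% = wells without agonist; some results beyond the cut were filed as inactive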
# Target sequence (P32249 whole entry, looked up, the tested form may be a part): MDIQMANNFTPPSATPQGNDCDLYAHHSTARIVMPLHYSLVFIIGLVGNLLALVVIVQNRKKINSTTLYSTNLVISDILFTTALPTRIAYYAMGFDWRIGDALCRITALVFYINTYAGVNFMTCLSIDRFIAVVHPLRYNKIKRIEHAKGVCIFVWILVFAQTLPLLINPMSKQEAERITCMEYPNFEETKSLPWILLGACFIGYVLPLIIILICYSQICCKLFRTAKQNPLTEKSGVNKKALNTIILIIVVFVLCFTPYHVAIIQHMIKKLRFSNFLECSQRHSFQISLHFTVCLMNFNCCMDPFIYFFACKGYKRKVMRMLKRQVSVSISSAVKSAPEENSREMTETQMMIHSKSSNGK
# UPR XBP1 act = activators of adaptive XBP1 UPR arm, primary screen, cell-based, CHO-XBP1 luciferase reporter, luminescence, uHTS; IRE1-XBP1 UPR activation; percent of tunicamycin response, DMSO as zero; activation, % at 20 µM; 330,000 tested, 0.33% active; AID 463104, 2010;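 active = versus positive control, 20 µM dose yields 30% or more activation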;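 also: 100% = tunicamycin at 10 µg/mL and 0% = DMSO only wells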
#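 Material – CHO cell line with stable XBP1 luciferase reporter · Buffer or medium – F12 plus 10% FBS · Compound – single point, 20 µM final compound, 1% DMSO · Schedule – 16-18 h cell attachment at 37 °C, then 6 h compound exposure · Signal – Steady-Glo luminescence read · Benchmarks – high control tunicamycin 10 µg/mL final, low control DMSO vehicle only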
# Mdm2 MdmX PPI = inhibitors of human Mdm2-MdmX association, primary screen, cell-based, luminescence, split luciferase, SaOS-2, uHTS. Protein Mdm4 (Homo sapiens) + E3 ubiquitin-protein ligase Mdm2 (Homo sapiens), …. 330,000 tested, 3% active. SaOS-2 split-luciferase Mdm2/MdmX complementation. inhibition, % at 8 µM. AID 485346, 2010;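 active = inhibition of at least 50% at 8 µM in the primary screen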
# CHOP UPR activ = activators of apoptotic CHOP UPR arm, primary screen, cell-based, CHO-CHOP luciferase reporter, luminescence, uHTS; UPR activation; percent of tunicamycin response over DMSO baseline; 330,000 tested, 0.34% active; activation, % at 10 µM;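 active = at 10 µM dose, activation of 40% or more, normalized to positive control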;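 also: 100% = tunicamycin at 10 µg/mL and 0% = DMSO alone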
#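 System: CHO-CHOP luciferase reporter cell line | Buffer or medium: F12 medium containing 10% fetal bovine serum | Doses: One dose, 10 µM in 0.5% DMSO | Times: 6 h compound exposure at 37 °C after overnight seeding | Signal: Luciferase luminescence | Read-out: % activation vs tunicamycin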
# Jurkat NFkB inh = inhibitors of induced NF-kB luciferase reporter, primary screen, TCR NF-kB activation inhibitor project, cell-based, luminescence, uHTS; inhibition, % at 4 µM; Jurkat, PMA/ionomycin-induced NF-kB luciferase reporter; 330,000 tested, 0.53% active; in the data active = inhibition above about 50%
# * hit, by the source's call; nt = no result given. An unsorted share of the library; overall some 5% were active at least once.
mol	697 NFkB inh	Gli-Sufu antag	CXCR6 block	CCR6 antag	EBI2 antag	UPR XBP1 act	Mdm2 MdmX PPI	CHOP UPR activ	Jurkat NFkB inh
Cc1csc2nc(O)c(C(=O)NCc3ccc4c(c3)OCO4)c(=O)n12	-6	-10	-1	-3	-7	2	10	-0.4	3
COC(=O)c1ccc(N2CCOCC2)c(NC(=O)c2cc3ccccc3o2)c1	nt	-8	0	0	-9	nt	nt	nt	nt
CCOc1ccc(C2C(C(=O)c3ccco3)=C(O)C(=O)N2Cc2cccnc2)cc1 (configuration not stated)	17	4	-9	11	1	-1	11	0.8	-1
COc1cccc(CCNC(=O)CC2C(=O)NCCN2Cc2ccc(Cl)c(F)c2)c1 (configuration not stated)	6	2	1	4	-1	-5	17	-1.2	-9
Cc1nn(-c2ccccc2)c(Cl)c1/C=C/C(=O)c1ccccc1	-9	-14	7	19	9	1	7	2.9	-10
COc1cccc(C(c2c(NC(=O)c3ccccc3)sc(C)c2C)N2CCN(C)CC2)c1 (configuration not stated)	9	17	10	29	10	0	40	-0.1	3
CCOC(=O)c1sc(-c2ccc(F)cc2)cc1N	-41	-53	-6	-3	34	2	-95	4.0	-76
CC1=C(C(=O)OCC(C)C)C(c2ccsc2)C2=C(CCCC2=O)N1 (configuration not stated)	-45	5	1	3	-5	-1	-2	2.1	4
Cc1nnc(-c2cccc(Br)c2)c2cn(-c3ccccc3)nc12	27	10	-4	7	13	1	16	-1.9	3
Cc1ccc(-c2c(C(=O)N/N=C/c3ccc(OC(C)C)cc3)nnn2-c2nonc2N)cc1	9	-8	1	9	8	1	19	1.4	-5
O=C(Nc1ncccc1O)c1cccc(S(=O)(=O)N2CCCC2)c1	5	-11	-7	-4	-5	0	-20	2.2	13
Cc1ccc2nc3c(c(Nc4cccc(O)c4)c2c1)CCC3	-32	9	-4	15	2	2	60*	-3.5	47
CCCC(=O)N(CCN(Cc1ccccc1)C(=O)CCC)Cc1ccccc1	-17	9	5	29	24	-1	-32	0.0	8
CN(C)c1ccccc1C(=O)N1CCCC(C(=O)c2ccc3ccccc3c2)C1 (configuration not stated)	1	61*	12	23	17	-4	15	-0.1	-8
CCOC(=O)CNc1nc(C#N)nc(N2CCOCC2)n1	16	6	-2	12	-2	-3	12	-2.5	3
CCOC(=O)N1CCC(N2C(=O)c3ccc(C(=O)O)cc3C2=O)CC1	11	-13	0	-3	3	-3	-1	-2.2	-4
O=C(Nc1cccc(NC(=O)c2cccs2)c1)c1ccc2c(c1)OCCO2	2	-27	7	9	-7	3	-16	3.2	-14
N#Cc1nc(-c2ccc(OCc3ccccc3)cc2)oc1NCc1cccnc1	19	5	0	-26	2	11	-4	0.9	-5
C/C(=N\NC(=O)c1cccc(S(=O)(=O)Nc2ccccc2Cl)c1)c1ccco1	13	-8	-9	5	5	1	1	-0.8	14
O=C(O)CCNc1nc(-c2ccccc2)c2cc(Br)ccc2n1	-12	9	0	5	-3	-5	-15	-2.0	-2
CC(C)c1ccc(NC(=S)NCCc2c[nH]c3ccccc23)cc1	2	7	-8	22	40	-1	12	2.0	-4
COc1ccc(N2CCN(c3nc4ccccn4c(=O)c3/C=C(\C#N)S(=O)(=O)c3ccccc3)CC2)cc1	-26	-18	7	13	19	-2	21	3.0	-24
Cc1cccc(-c2noc(CCc3ccccc3)n2)c1	-41	-74	-4	22	5	1	-35	4.0	-47
O=C(CCn1nnc2ccccc21)NNC(=O)C1CCCCC1	11	-5	-3	19	-9	2	-3	-0.2	5
CC(OC(=O)CN(C)S(=O)(=O)c1ccc(Cl)cc1)C(=O)Nc1cccc(Cl)c1 (configuration not stated)	15	-1	-8	8	6	0	-11	0.8	1
Cc1ncc(CN2CCCC(C(=O)Nc3ccc(-c4cccc(F)c4)cc3)C2)cn1 (configuration not stated)	-13	21	-20	14	-7	-2	3	1.6	4
COC(=O)c1cc(NC(=O)CCc2c(C)nc3ncnn3c2C)cc(C(=O)OC)c1	-25	-17	-7	8	4	2	25	-2.7	4
C=CCn1c(=N)c(S(=O)(=O)c2ccc(C)c(C)c2)cc2c(=O)n3ccccc3nc21	-4	11	6	11	0	0	32	-0.5	-3
CCN(CC)S(=O)(=O)c1ccc(Cl)c(C(=O)Nc2nncs2)c1	1	4	0	3	-9	-3	5	1.6	-3
COc1ccc(C)cc1N(CC(=O)Nc1ccc2c(c1)OCCO2)S(C)(=O)=O	-3	3	-2	-1	-12	1	19	-1.1	12
CC(=O)C1C(c2ccccc2Cl)NC(=O)NC1(O)C(F)(F)F (configuration not stated)	12	-1	3	-5	-3	-4	-11	-1.0	-2
NC(=O)C1CCN(C(=O)CSc2ncccn2)CC1	4	-8	-2	5	0	-2	9	1.0	5
O=C(CCCOc1ccccc1)Nc1ccccc1C(F)(F)F	3	0	3	2	-5	-1	-6	-0.1	-3
CCCn1cc(S(=O)(=O)c2ccccc2)c(=O)c2cc(F)c(N3CCN(C)CC3)cc21	3	3	-8	1	0	-3	11	-0.2	1
O=C(Cn1c(=O)oc2cc(S(=O)(=O)N3CCCCC3)ccc21)N1CCc2ccccc21	-1	15	-2	-6	-2	35*	59*	22	-16
CCCCC(CCC(=O)Nc1ccc(C(=O)OC)cc1)C(=O)O (configuration not stated)	-32	2	0	-8	-4	-1	-1	-1.4	-34
Cc1ccc(S(=O)(=O)N2CCN(CC(=O)N3CCCC3)CC2)c(C)c1	3	0	-6	3	-1	-3	25	-0.6	5
COc1ccc(S(=O)(=O)N2CCCCC2)cc1NC(=O)c1ccc(=O)[nH]c1	14	1	-6	15	1	0	16	-1.0	-2
Cc1ccc(S(=O)(=O)N(C)C[C@@H]2Oc3c(NC(=O)C4CC4)cccc3C(=O)N([C@@H](C)CO)C[C@@H]2C)cc1	0	15	-1	7	-3	-1	2	0.2	8
CC(=O)OC(C)C1C2=C(C(=O)CC1(C)O)C(=O)c1c(ccc(-c3ccc4c(c3O)C(=O)C3=C(C4=O)C(C(C)OC(C)=O)C(C)(O)CC3=O)c1O)C2=O (configuration not stated)	nt	11	29	52*	-9	nt	nt	nt	nt
CCc1ccc(N2C(=O)CC(c3ccc(F)cc3)C3=C2COC3=O)cc1 (configuration not stated)	17	nt	1	nt	-7	2	-7	1.0	-7
Cc1cccc(Nc2nc(NCc3ccco3)c3ccccc3n2)c1	nt	82*	-5	-3	-33	nt	nt	nt	nt
COc1c(C)cc(C(=O)C2CCCN(C(=O)c3ccc4[nH]ccc4c3)C2)cc1C (configuration not stated)	12	4	6	9	-2	-3	18	-0.6	7
Cc1ccc(F)c(CNC(=O)C2CCC(=O)N(CCCN3CCCC3=O)C2)c1F (configuration not stated)	2	-8	7	-6	4	1	17	3.1	6
CC(C)NC(=O)N(C)C[C@H]1Oc2ccc(NS(=O)(=O)c3cccs3)cc2C(=O)N([C@H](C)CO)C[C@@H]1C	7	-2	7	17	-6	-2	9	-1.4	0
CC(=O)CCc1ccc2oc(C(=O)O)c(C)c2c1	-3	-3	3	-8	0	0	20	-0.2	7
CNC(=O)CC1C(=O)N(c2ccc(F)cc2)C(=S)N1NC(=O)c1ccc(Br)cc1 (configuration not stated)	-37	-6	-2	11	-4	-1	-13	-0.7	-16
NC(=O)CCN(Cc1ccccc1)S(=O)(=O)c1ccccc1	23	0	-2	-4	-9	2	11	-1.2	-2
CCOc1ccc(-n2c(SCC(=O)Nc3ccc4c(c3)OCO4)nc3c(c2=O)SCC3)cc1	nt	20	0	1	-17	nt	nt	nt	nt
CCOC(=O)c1c(C)nc2c(c1-c1ccccc1)C(=O)c1ccccc1-2	-7	-4	10	10	15	9	23	2.7	-14

# Carrying on:
mol	697 NFkB inh	Gli-Sufu antag	CXCR6 block	CCR6 antag	EBI2 antag	UPR XBP1 act	Mdm2 MdmX PPI	CHOP UPR activ	Jurkat NFkB inh
Cn1cc(C(=O)C(=O)N2CCCCC2)c2ccccc21	nt	1	-3	1	-7	nt	nt	nt	nt
CCCNC(=O)N1c2ccccc2Sc2ccccc21	2	1	14	14	-18	-1	23	-1.3	1
CC(C)CNC(=O)c1cccc(NC(=O)c2ccco2)c1	3	2	-8	2	-3	-1	2	-2.1	10
Cc1cc(C)cc(OCC(=O)O/N=C(\N)c2ccccn2)c1	-17	0	-1	-18	-13	1	-9	-0.7	-30
Cc1cc(C=O)c(C)n1-c1cc(C(F)(F)F)ccc1N1CCOCC1	-2	2	-5	7	2	-3	10	0.8	16
COc1cccc(C2CCCN2Cc2nc(CC3CC3)no2)c1 (configuration not stated)	-25	0	1	9	2	-3	-2	0.6	-18
COc1ccc(-c2nnn(CC#N)n2)cc1OC	17	5	-3	34	4	0	19	-5.2	-7
Cc1ccc(-c2nn3c(C)nnc3s2)cc1NC(=O)c1ccc(Br)o1	-33	14	11	12	7	0	-30	-0.4	-21
CCOC(=O)c1sc(=S)n2c1[nH]c(=O)c1ccc(C(=O)OC)cc12	0	10	10	9	-2	0	17	0.6	5
Cc1ccc(-c2csc3ncn(Cc4ccc(C(=O)O)cc4)c(=O)c23)cc1C	10	-2	-13	17	11	-2	-6	-2.7	2
CCCOc1ccc(Cc2c(O)nc(N)[nH]c2=O)cc1C	-5	2	-9	5	-1	-1	-29	-0.2	-11
CS(=O)(=O)Cc1cccc(C(=O)NN(c2ccccc2)c2ccccc2)c1	4	-14	5	-5	-9	-7	4	5.6	-4
CCCN1CCN(C(=O)C(C)n2nc(C)c3sc4ccccc4c3c2=O)CC1 (configuration not stated)	1	-18	-4	4	6	-6	20	0.2	5
CNc1ccc(C2(O)C(=O)c3ccccc3C2=O)cc1	-6	-3	4	15	-9	0	-7	0.8	-5
Cc1ccc(CN(C)C(=O)c2cc(S(=O)(=O)N3CCOCC3)ccc2F)o1	-3	-6	6	6	4	-2	15	0.2	-12

# Filtered by structure: those above containing an aryl thioether with sulfur outside any ring (two)
mol	697 NFkB inh	Gli-Sufu antag	CXCR6 block	CCR6 antag	EBI2 antag	UPR XBP1 act	Mdm2 MdmX PPI	CHOP UPR activ	Jurkat NFkB inh
NC(=O)C1CCN(C(=O)CSc2ncccn2)CC1	4	-8	-2	5	0	-2	9	1.0	5
CCOc1ccc(-n2c(SCC(=O)Nc3ccc4c(c3)OCO4)nc3c(c2=O)SCC3)cc1	nt	20	0	1	-17	nt	nt	nt	nt

# Assay outcomes as filed in PubChem.
